Screens from PubChem BioAssay.
EPAC2 antagonist = blocks human EPAC2 exchange factor. Potency, µM (series often up to 114 µM), without a hit: at the highest dose activity, negative = inhibition, most hits filed as inhibitors. EPAC2 GEF exchange of Rap1B-BODIPY-GDP, fluorescence. AID 720708. 0.18% of 360,000 active; also: potency is read from the fitted curve at half-maximal effect; % is scaled to controls: 0 for no effect and ±100 for the full control effect; nearly all actives have a fitted effect of over 45% in size; many of its hits are not listed in these tables
Target sequence (Q8WZA2 whole entry, looked up): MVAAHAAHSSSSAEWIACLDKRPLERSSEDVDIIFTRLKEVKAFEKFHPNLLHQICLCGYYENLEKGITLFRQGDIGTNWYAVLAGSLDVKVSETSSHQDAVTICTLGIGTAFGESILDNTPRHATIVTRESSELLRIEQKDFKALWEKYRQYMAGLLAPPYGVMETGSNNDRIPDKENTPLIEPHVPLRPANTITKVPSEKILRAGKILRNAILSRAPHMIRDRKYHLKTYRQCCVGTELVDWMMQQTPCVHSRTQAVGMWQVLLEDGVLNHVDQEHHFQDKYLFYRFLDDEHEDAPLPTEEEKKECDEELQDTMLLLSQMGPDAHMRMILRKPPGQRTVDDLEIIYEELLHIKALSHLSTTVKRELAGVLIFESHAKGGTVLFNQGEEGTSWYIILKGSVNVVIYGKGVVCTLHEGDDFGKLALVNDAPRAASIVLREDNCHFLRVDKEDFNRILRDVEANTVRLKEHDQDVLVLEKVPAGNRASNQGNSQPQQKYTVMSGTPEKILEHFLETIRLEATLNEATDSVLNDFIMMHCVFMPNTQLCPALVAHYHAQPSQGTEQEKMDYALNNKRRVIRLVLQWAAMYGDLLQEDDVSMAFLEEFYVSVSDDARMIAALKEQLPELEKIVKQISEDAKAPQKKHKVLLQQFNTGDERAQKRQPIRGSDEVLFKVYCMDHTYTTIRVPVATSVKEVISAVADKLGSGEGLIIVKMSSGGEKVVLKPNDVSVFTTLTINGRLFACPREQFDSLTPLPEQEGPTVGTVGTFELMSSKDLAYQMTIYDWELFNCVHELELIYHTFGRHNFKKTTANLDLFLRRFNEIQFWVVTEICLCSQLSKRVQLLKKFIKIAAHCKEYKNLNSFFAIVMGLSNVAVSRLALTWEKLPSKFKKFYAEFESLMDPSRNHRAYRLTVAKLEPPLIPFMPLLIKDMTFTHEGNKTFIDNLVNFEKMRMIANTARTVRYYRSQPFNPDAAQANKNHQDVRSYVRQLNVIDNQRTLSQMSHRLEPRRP
TGFb SMAD3 inh = inhibitors of TGF-b signaling; Potency, µM (top dose mostly 46.1 µM), without a hit: at the top dose activity, negative = inhibition, most hits filed as inhibitors; 1.2% of 410,000 active; HepG2 CAGA-GFP TGF-b/SMAD3 reporter, GFP fluorescence, 18 h; TGF-beta stimulated, 500 pg/mL final; AID 588855; also: potency is read from the fitted curve at half-maximal effect; % is scaled to controls: 0 for no effect and ±100 for the full control effect; nearly all actives have a fitted effect of over 65% in size
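HEPG2 CAGA-GFP, 1000 cells/well; 2 h settle, 37 C; cpd via pin tool; TGF-b 500 pg/mL final; 18 h, 37 C; GFP imaging ex488/em500-530; %Activity normalised to -TGF-b and +DMSO controls; CRC fit, curve class.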
Nrf2 activator = activates Nrf2 signaling; AREc32 ARE-luciferase reporter (MCF7-derived line), luminescence, 24 h; Potency, µM (doses to about 46.1 µM), for inactives: top-dose activation, actives largely listed as activators; 0.31% of 410,000 active; AID 624171; also: potency is read from the fitted curve at half-maximal effect; % of control where 0% means no effect; nearly all actives have a fitted effect of over 65% in size
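Nrf2 activation is followed as ARE-luciferase induction in the AREc32 line after one day of compound treatment; luminescence is read with Steady-Glo.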
Mm-Cpn inhibitor = inhibitors of Methanococcus maripaludis chaperonin (MmCpn). purified Mm-Cpn ATPase, ADP Transcreener TR-FRET. Potency, µM (highest dose often 76.9 µM), for the others: at the top dose activity, negative = inhibition, most hits filed as inhibitors. 0.031% of 330,000 active. AID 504842; also: potency is read from the fitted curve at half-maximal effect; % is scaled to controls: 0 for no effect and ±100 for the full control effect; nearly all actives have a fitted effect of over 80% in size
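Reaction buffer contained 30 mM Tris pH 7.4, 100 mM KCl, 5 mM MgCl2 and 1 mM DTT. Mm-CPN (25 nM final) hydrolysed 10 uM ATP over 30 min at 37°C; ADP was read by HTRF.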
Akt phos inh = blocks phosphorylation of Akt | activity change, % for hits at 50 µM | 0.32% of 360,000 active | Neuro2A IGF-stimulated pAkt S473 HTRF, 20 min; stronger effect = lower value | AID 651550; in the data active = activity change below about -80%; inconclusive = mostly about -51% to -80%; also: % is scaled to controls: 0 for no effect and ±100 for the full control effect
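Single-point screen (50 µM final compound) in Neuro2A cells stimulated 20 min with 6 nM IGF at 37 deg C. After lysis, Ser473-phosphorylated Akt read by HTRF (ex 330 nm, em 615/665 nm) as the 665/615 ratio.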
CCT modulator = modulators of cytosolic chaperonin (CCT/TRiC) activity | purified chaperonin ATPase assay, HTRF ADP detection, 30 min | activity change, % (no concentration beside the values), hits read low | 0.3% of 360,000 active | AID 651819; in the data active = activity change below about -30%; also: % is scaled to controls: 0 for no effect and ±100 for the full control effect
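ATPase activity: ADP formed was measured by HTRF Transcreener (665/615 nm ratio) after 30 min at 37 deg C with 10 uM ATP. Compounds screened at one 76 uM concentration against 40 or 20 nM TRiC in Tris pH 7.4/KCl/MgCl2/DTT buffer.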
A549 tox = counter-screen for Nrf2 inhibitors: cytotoxicity in A549 cells | 0.16% of 390,000 active | AID 504648 | A549 ARE-Fluc cells, CellTiter-Fluor viability, 18-24 h | Potency, µM (doses to about 46 µM), for inactives: top-dose activity change, negative = cytotoxicity, actives largely listed as inhibitors; also: potency is read from the fitted curve at half-maximal effect; % is scaled to controls: 0 for no effect and ±100 for the full control effect
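A549 ARE-Fluc cells in 5% FBS OPTI-MEM, 5000 cells/well, rested 2 h then exposed to compounds in concentration-response for 18-24 h at 37 °C. Viability by CellTiter-Fluor fluorescence (Ex 405/Em 525) after 30 min; luciferase luminescence (BugLite, 15 min, RT) read afterwards.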
Nrf2 inh = inhibitors of Nrf2 signaling; Potency, µM (highest dose often 46 µM), for inactives: at the top dose activity change, negative = inhibition, hits mostly inhibitors; 2.1% of 360,000 active; A549 ARE-Fluc reporter, luciferase luminescence, 18-24 h; also: potency is read from the fitted curve at half-maximal effect; % is scaled to controls: 0 for no effect and ±100 for the full control effect; nearly all actives have a fitted effect of over 60% in size
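Cells were seeded and rested 2 h, then exposed to compounds for 18-24 h. CellTiter-Fluor was read first as a viability measure. BugLite was added 15 min before the final luminescent read of ARE-luciferase activity in A549 cells.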
EPAC2 ag = EPAC2 (human) agonism; Potency, µM (doses to about 154 µM), for inactives: at the highest dose activation, hits mostly activators; Q8WZA2; 0.079% of 360,000 active; EPAC2 activation, biochemical qHTS; response scale: 100% = 6.5 mM cAMP response; also: potency is read from the fitted curve at half-maximal effect; nearly all actives have a fitted effect of over 50% in size
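Compounds were titrated in qHTS against a Rap1B-BODIPY-GDP (250 nM) complex with EPAC2 (100 nM) and GDP (50 uM). BODIPY-GDP release tracked at 480/540 nm over 30 min at room temperature, normalized to 6.5 mM cAMP.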
An asterisk follows results filed as active; i = inactive; ? = inconclusive; . = not tested or not shown; [ ] = dose if it differs, or a comment. Unless noted, calls follow the shape of the dose curve; as a rule, active = well fitted curve in the direction sought with a large enough effect; inconclusive = small, poorly fitted or top-dose-only effect, or another doubt; inactive = no such curve, though single readings can be large; an effect the other way counts as inactive or inconclusive.

SMILES	EPAC2 antagonist	TGFb SMAD3 inh	Nrf2 activator	Mm-Cpn inhibitor	Akt phos inh	CCT modulator	A549 tox	Nrf2 inh	EPAC2 ag
CN(C)CCNC(=O)C(c1ccccc1)c1ccccc1	1%	-11%	-0.3%	1%	i	-0.5	0%	0%	7%
CC1CCN(C(=O)CSc2nnc(Cc3ccccc3)o2)CC1	-9%	3%	-1.2%	-1%	i	0.8	-7%	-3%	3%
CC1(c2ccccc2)NC(=O)N(CC(=O)Nc2ccc(S(=O)(=O)Nc3ncccn3)cc2)C1=O (stereo not given)	1%	3%	-0.6%	2%	i	0.4	-5%	9%	3%
O=C(O)CCc1nc2cccnc2n1Cc1ccccc1	9%	-5%	-0.6%	1%	i	-1.9	14%	-5%	-1%
Cc1ccnc(Nc2ccc(CCO)cc2)n1	12%	-4%	0.0%	.	i	0.1	.	.	5%
O=C(CN1C(=O)NC2(CCCC2)C1=O)Nc1ccccc1N1CCCC1	0%	1%	-0.4%	-2%	i	0.6	-8%	-21%	9%
CCCNC(=O)CSC1=N/C(=C/c2ccc(F)cc2)C(=O)N1CC	-3%	4%	-0.3%	0%	i	-0.1	3%	-4%	-3%
CC(C)CN1C(=O)c2ccc(C(=O)NCc3ccc4c(c3)OCO4)cc2C1=O	6%	4%	0.3%	0%	i	1.0	-9%	-12%	-9%
O=S(=O)(c1cc(O)ccc1O)c1cccc2c(S(=O)(=O)c3cc(O)ccc3O)cccc12	4%	?	-1.1%	0%	i	-0.9	-7%	5%	0%
Cc1nnc(NC(=O)c2ccc(S(=O)(=O)C(F)F)cc2)s1	-2%	32%[activator]	-0.5%	1%	i	0.1	-5%	2%	6%
Cc1ccc(S(=O)(=O)CCC(=O)N(CCN2CCOCC2)c2nc3ccccc3s2)cc1	6%	-26%	5.2%	-7%	i	-2.9	2%	?	-12%
Cc1cc(C(=O)N2CCN(S(=O)(=O)c3ccccc3)CC2)c(C)o1	10%	22%	0.4%	1%	i	-1.4	-1%	-15%	-1%
COc1cccc(/C=C/C(=O)OCC(=O)Nc2ccc3[nH]c(=O)[nH]c3c2)c1OC	-1%	-5%	3.5%	-5%	i	-3.0	10%	10%	1%
COc1cccc(CN(C)C(=O)COc2cccc3c2OC(C)(C)C3)c1OC	-4%	8%	1.9%	.	i	0.9	-9%	-21%	2%
Cc1ccc(Cn2nnc3c(=O)n(Cc4cc(C)ccc4C)cnc32)cc1	-3%	1%	0.2%	1%	i	-0.8	-3%	11%	3%
Cc1ccc(C(c2cccc(Br)c2)c2c(C)[nH]c3ccccc23)s1 (stereo not given)	.	?	10.0%	.	.	.	1%	-11%	.
CCOC(=O)c1cc(-c2ccccc2)n(CC(=O)Nc2ccc(OCC)cc2)c1C	3%	-4%	-0.4%	1%	i	0.7	0%	?	-16%
CC(CCCN1CCCC1)Nc1ccnc2cc(Cl)ccc12 (stereo not given)	11%	8%	0.3%	.	i	0.9	?	1%	5%
Cc1cccc(C(=O)Nc2cccc(Br)c2)c1[N+](=O)[O-]	0%	-1%	4.1%	1%	i	-2.2	-5%	3%	16%
Cc1ccc(Cl)cc1N(Cc1ccc(C(=O)NCc2cccnc2)cc1)S(=O)(=O)c1ccccc1	-5%	0%	0.3%	1%	i	-2.8	8%	6%	-3%

The closing 2 entries of the section above come first, to join the parts:
SMILES	EPAC2 antagonist	TGFb SMAD3 inh	Nrf2 activator	Mm-Cpn inhibitor	Akt phos inh	CCT modulator	A549 tox	Nrf2 inh	EPAC2 ag
Cc1cccc(C(=O)Nc2cccc(Br)c2)c1[N+](=O)[O-]	0%	-1%	4.1%	1%	i	-2.2	-5%	3%	16%
Cc1ccc(Cl)cc1N(Cc1ccc(C(=O)NCc2cccnc2)cc1)S(=O)(=O)c1ccccc1	-5%	0%	0.3%	1%	i	-2.8	8%	6%	-3%
COc1ccc(Cn2c(=O)[nH]c3cc(C(=O)N4CCN(c5ccccc5OC)CC4)ccc3c2=O)cc1	-10%	-28%	0.3%	-1%	i	-5.6	-26%	21µM*	15%
CCOC(=O)C1(C)CCCCCN1C(=O)c1ccc(N(C)C)cc1 (stereo not given)	-3%	-4%	0.2%	.	i	-0.4	.	.	7%
CCOC(=O)c1ccc(-c2ccc(/C=C(\C#N)C(=O)Nc3ccc(OCC)cc3)o2)cc1	.	4%	1.3%	.	.	.	-1%	?	.
COc1cccc2cc(C(=O)N(Cc3cccs3)CC3CCCO3)c(=O)oc12 (stereo not given)	7%	5%	-0.3%	-2%	i	-0.2	7%	4%	7%
CC(=NNS(=O)(=O)c1cccc([N+](=O)[O-])c1)c1ccc(-n2ccnc2)cc1	-2%	0%	0.0%	-3%	i	-9.6	10%	-24%	-2%
CCc1cccc(NC(=O)C2CCN(S(=O)(=O)c3c(C)noc3C)CC2)c1	0%	9%	-0.1%	-2%	i	-0.3	0%	?	8%
COc1ccc(OC)c(NC(=O)CCS(=O)(=O)c2cc3c(cc2C)NC(=O)CO3)c1	-11%	10%	-0.1%	4%	i	0.1	-6%	-6%	-3%
O=C(O)CSCC(=O)N1CCN(S(=O)(=O)c2cc(Cl)cc(Cl)c2)CC1	-2%	-1%	-0.3%	2%	i	-1.5	-1%	-16%	5%
O=C(Oc1ccccc1)n1c(=S)oc2ccccc21	5%	2%	-0.3%	-16%	i	-1.2	-2%	7%	1%
COc1ccc(NS(=O)(=O)c2cccc(C(=O)OCC(=O)NC3CC3)c2)cc1	1%	-16%	-1.0%	-2%	i	0.0	1%	0%	7%
Cc1c(CCC(=O)NCCCn2ccnc2)c(=O)oc2c(C)c3oc4c(c3cc12)CCCC4	-8%	?	-1.0%	1%	i	-1.5	14%	?	3%
CC(=O)OC[C@@H]1CN(Cc2ccccc2)C[C@H](n2cnc3c(NCC(C)C)ncnc32)O1	-4%	1%	4.8%	.	i	-3.5	.	.	4%
O=C(CSc1nc2ccccc2o1)NCc1ccco1	3%	0%	-0.3%	0%	i	-1.4	-10%	6%	1%
CNC(=O)C1CCN(S(=O)(=O)c2c(C)noc2/C=C/N(C)C)CC1	1%	14%	-0.4%	-5%	i	0.1	-6%	0%	-9%
Cc1ccccc1N1CCN(C2CCCN(C(=O)c3csc(C(C)C)n3)C2)CC1 (stereo not given)	-3%	?	-0.7%	-4%	i	0.0	1%	-15%	12%
COC(C(=O)Nc1c(F)cccc1F)c1ccccc1 (stereo not given)	1%	-9%	-0.1%	-1%	i	1.2	4%	0%	-4%
Cc1cccc(C(=O)NCCN2CCN(c3ccccc3)CC2)c1	-3%	1%	0.3%	-2%	i	0.3	2%	.	14%
Cc1ccc(OCCOC(=O)c2nc3nccc(C)n3n2)cc1	7%	12%	0.3%	-7%	i	1.6	-5%	19%	9%
COc1cccc(CNC(=O)Nc2cccs2)c1	7%	25%	0.7%	0%	.	-0.6	-1%	12%	-13%[15.6 µM]
CN(Cc1nccs1)C(=O)C1CCC(=O)N(CCCc2ccccc2)C1 (stereo not given)	2%	7%	-0.4%	0%	i	-2.3	1%	8%	-5%

Some of these compounds in order of heavy-atom count, highest first.
SMILES	EPAC2 antagonist	TGFb SMAD3 inh	Nrf2 activator	Mm-Cpn inhibitor	Akt phos inh	CCT modulator	A549 tox	Nrf2 inh	EPAC2 ag
Cc1ccccc1N1CCN(C2CCCN(C(=O)c3csc(C(C)C)n3)C2)CC1 (stereo not given)	-3%	?	-0.7%	-4%	i	0.0	1%	-15%	12%
CN(Cc1nccs1)C(=O)C1CCC(=O)N(CCCc2ccccc2)C1 (stereo not given)	2%	7%	-0.4%	0%	i	-2.3	1%	8%	-5%
CNC(=O)C1CCN(S(=O)(=O)c2c(C)noc2/C=C/N(C)C)CC1	1%	14%	-0.4%	-5%	i	0.1	-6%	0%	-9%
COc1cccc(CNC(=O)Nc2cccs2)c1	7%	25%	0.7%	0%	.	-0.6	-1%	12%	-13%[15.6 µM]

Continued:
SMILES	EPAC2 antagonist	TGFb SMAD3 inh	Nrf2 activator	Mm-Cpn inhibitor	Akt phos inh	CCT modulator	A549 tox	Nrf2 inh	EPAC2 ag
N#Cc1cnn(-c2ccccc2)c1NC(=O)CN1CCOCC1	6%	-15%	-0.6%	-2%	i	0.1	6%	30%	4%
COc1ccccc1NC(=O)CSc1nnc(C)n1CC1CCCO1 (stereo not given)	-1%	-8%	0.3%	5%	i	1.2	-1%	1%	7%
CC1Cc2ccccc2N1CC(=O)N(C)c1c(N)n(Cc2ccccc2)c(=O)[nH]c1=O (stereo not given)	1%	1%	0.2%	3%	i	-0.2	1%	8%	7%
O=C1OC(c2ccc(Cl)cc2)=N/C1=C\c1cccnc1	-4%	0%	0.4%	-4%	i	-1.1	-9%	8%	-4%
c1cc2cc(CNc3nc(NCC4CC4)nc4ccsc34)ccc2o1	3%	?	-2.3%	.	i	1.9	.	.	26%
CCOc1cc(NC(=S)NCCCN2CCOCC2)c(OCC)cc1NC(=O)c1ccc(C)cc1	-5%	-12%	0.5%	-1%	i	0.5	-8%	-18%	-5%
CC(Oc1ccccc1)C(=O)N=C1SC2CS(=O)(=O)CC2N1c1ccc(F)cc1 (stereo not given)	5%	3%	-0.3%	2%	i	1.0	-14%	-21%	6%
CC(C)Oc1ccc(C2CC(=O)N(c3cccc(/C=C/C(=O)O)c3)C2=O)cc1 (stereo not given)	-3%	29%	0.3%	3%	i	-0.8	0%	11%	3%
CCCCC1CCC(C(=O)NCc2ccc3c(c2)OCO3)CC1 (stereo not given)	5%	-11%	0.3%	1%	i	-0.5	-7%	-18%	-3%
Cc1ccc(F)c(S(=O)(=O)NC(=O)C2(C)CCN2C(=O)c2ccc(C(F)(F)F)nc2C)c1 (stereo not given)	1%	0%	-0.1%	.	i	-11	.	.	3%

An excerpt; count on the stated rates, not on these rows.
